Assay outcomes as filed in PubChem BioAssay.
Pf growth 48h – P. falciparum growth inhibition at 48 hours (one generation); P. falciparum luciferase growth in erythrocytes, 48 h; Potency, µM (titrated, usually from 28.7 µM), for inactives: at the highest dose activity change, negative = inhibition, most hits filed as inhibitors; 310,000 tested, 5.9% active; AID 504832; note: potency is the fitted concentration of half-maximal effect; % is set by controls: 0 for no effect and ±100 for the full control effect
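Cell-based growth assay: transgenic P. falciparum expressing firefly luciferase, cultured in red cells within RPMI 1640 containing 0.5% w/v Albumax, 24 mM bicarbonate and gentamycin. A drop in luciferase activity indicates inhibition.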
Shiga toxin inh – Shiga toxin inhibition | AID 2315 | inhibition, % at 38.7 µM | Vero cells, Shiga toxin protein synthesis inhibition reporter | 290,000 tested, 9.2% active; in the data active = inhibition mostly above about 28%, no sharp cut-off; inactive = mostly below about 43%; note: 0% is about no effect
Cycloheximide cs – affects cycloheximide protein synthesis inhibition readout, counter-screen; cell reporter, cycloheximide protein synthesis inhibition counterscreen; AID 2314; max response, %; 300,000 tested, 12% active; in the data active = max response mostly above about 13%, no sharp cut-off; inactive = mostly below about 14%; note: read at 38.3 µM for the half of the compounds with a filed dose; 0% is about no effect
Pf growth 96h – P. falciparum growth inhibition at 96 hours | Potency, µM (titrated, usually from 28.7 µM), for inactives: top-dose activity change, negative = inhibition, most hits filed as inhibitors | P. falciparum luciferase reporter growth, 96 h | 320,000 tested, 6.9% active; note: potency is the fitted concentration of half-maximal effect; % is set by controls: 0 for no effect and ±100 for the full control effect
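Compounds incubated with erythrocytes infected by luciferase-expressing P. falciparum (2% hematocrit, 0.05% parasitemia final) for 96 hours, 37 C in 5% CO2. Growth inhibition scored as decreased luciferase luminescence.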
FBPA Giardia inh – Giardia lamblia aldolase inhibition; 290,000 tested, 0.71% active; A8B2U2; purified Giardia FBPA; Potency, µM (highest dose often 59.6 µM), without a hit: at the highest dose activity, negative = inhibition, usual class: inhibitors; note: potency is the fitted concentration of half-maximal effect; % is set by controls: 0 for no effect and ±100 for the full control effect; nearly all actives have a fitted effect of over 55% in size
Target sequence (A8B2U2 whole entry, looked up): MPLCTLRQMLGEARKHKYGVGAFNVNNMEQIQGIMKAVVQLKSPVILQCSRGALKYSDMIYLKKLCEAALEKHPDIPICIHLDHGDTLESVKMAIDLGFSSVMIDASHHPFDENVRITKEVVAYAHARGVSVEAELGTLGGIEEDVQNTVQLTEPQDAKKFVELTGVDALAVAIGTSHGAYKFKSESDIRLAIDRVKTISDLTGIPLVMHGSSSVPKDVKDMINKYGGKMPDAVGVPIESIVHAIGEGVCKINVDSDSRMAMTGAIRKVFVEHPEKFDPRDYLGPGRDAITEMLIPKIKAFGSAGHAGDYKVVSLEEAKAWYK
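40 nM FBPA preincubated 10 min at RT with compound (up to 57.5 uM final), then substrate plus GAPDH/TPI/NAD/arsenate coupling and diaphorase/resazurin added. Fluorescence read after 20 min at RT, 525/598 nm.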
Sm TGR inh – blocks Schistosoma mansoni thioredoxin glutathione reductase. purified TGR, DTNB reduction, TNB absorbance 405 nm. Potency, µM (top dose mostly 114 µM), for the others: top-dose activity change, negative = inhibition, most hits filed as inhibitors. 360,000 tested, 3% active; note: potency is the fitted concentration of half-maximal effect; % is set by controls: 0 for no effect and ±100 for the full control effect; nearly all actives have a fitted effect of over 60% in size
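Kinetic colorimetric format: TGR-catalysed, NADPH-driven DTNB reduction monitored via TNB absorbance. Enzyme dispensed at 20 nM; compound exposure 15 min at room temperature before reaction start.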
* hit, by the source's call; ? = inconclusive; nt = not tested or not shown; & = joins results of further samples; [ ] = another dose, or the depositor's remark. Unless noted, calls come from the whole dose curve; as a rule, active = well fitted curve in the direction sought with a large enough effect; inconclusive = small, poorly fitted or top-dose-only effect, or another doubt; inactive = no such curve, though single readings can be large; an effect the other way counts as inactive or inconclusive. This is a random part of the collection; any-hit rate near 24%.

SMILES	Pf growth 48h	Shiga toxin inh	Cycloheximide cs	Pf growth 96h	FBPA Giardia inh	Sm TGR inh
Cc1ccccc1C(=O)NNC(=O)C1CCN(c2ncccn2)CC1	10%	-9	-2	-10%	0%	-4%
Cc1cc2c(c(/C=C/C(=O)c3ccccc3)c1)OC1(C=C2)Oc2ccccc2C(=O)N1C (stereo unspecified)	?	-5	9	?	-10%	-5%
Cc1ccc(-n2c(CCc3ccccc3)n[nH]c2=S)cc1C	?	nt	-3	68%[activator]	13%	-7%
CSc1nsc(SC)c1NC(=O)N1CCCC1	-3%	-12	-3	?	4%	0%
O=C(CSc1nnc(-c2ccccn2)n1Cc1ccccc1)N1CCOCC1	0%	-20	-1	23%	0%	nt
Cc1ccc(NC(=O)CSCC(N)=O)cc1C	9%	22	15	nt	2%	0%
O=C(CN1C(=O)COc2ccc(S(=O)(=O)N3CCCCC3)cc21)NCc1ccc(Cl)cc1	?	5	-1	?	3%	1%&0%
CN(C)CCNc1nc2sc3c(c2c(=O)n1-c1ccccc1)CCCCC3	-18%	-16	-3	-27%	4%	0%
O=C(Cc1ccc(S(=O)(=O)N2CCOCC2)s1)NCCC(c1ccccc1)c1ccccc1	nt	-5	-2	7.4µM*	-4%	-25%
COc1nnc(-c2ccc(N3CCOCC3)c(NC(=O)C3CCCCC3)c2)c2ccccc12	?	8	1	?	-3%	2%
CCOC(=O)C1(Cc2ccccc2Cl)CCN(C(=O)c2cnccn2)CC1	7%	94*	50*	9.3µM*	-3%	9%
CCc1nnc2n1N=C(c1ccc(Cl)cc1)CS2	nt	-3	-4	22%	8%	1%
Cn1nnnc1Sc1ncnc2scc(-c3ccc(C#N)cc3)c12	4.7µM*	nt	nt	1.9µM*	nt	?
CCCNC(=O)C(Cc1ccc(OC)cc1)NC(=O)c1ccc(Cl)cc1 (stereo unspecified)	-2%	nt	nt	12%	nt	-1%
COc1ccc(N2CCOCC2)c(NC(=O)c2ccc3c(c2)OCO3)c1	-9%	-5	-2	0%	-3%	-3%
Cc1ccc(N2CC(C(=O)N3CCC(C(=O)NCCCOC(C)C)CC3)CC2=O)cc1 (stereo unspecified)	13%	-9	-2	?	1%	1%
Cc1cccc(OC(=O)c2sc3ncn(C)c(=O)c3c2C)c1	274%[activator]	67*	33*	29%	-8%	-6%
NC(=O)CSc1nnc(NC(=O)c2cccc(S(=O)(=O)N3CCCCC3)c2)s1	18%	-13	-6	?	?	5%
CS(=O)(=O)N(Cc1ccccc1Cl)c1ccc(C(=O)NCc2ccccn2)cc1	?	1	-7	10µM*	6%	-3%
C=CCC(Nc1ccccc1)c1ccc(OC)c(OC)c1 (stereo unspecified)	?	7	-2	?	5%	46%[activator]
Cc1cc(C)nc(/N=C(\N)Nc2ccc(OCc3ccccc3)cc2)n1	?	-1	-1	47%[activator]	2%	18%
COc1ccc(C2/C=C\CN(C(=O)c3ccc(C)cc3)C(Cc3ccccc3)C(=O)N2Cc2ccc(F)cc2)cc1 (stereo unspecified)	nt	16	3	nt	-5%	nt
CCOC(=O)N1CCN(C(=O)CS(=O)(=O)c2cn(Cc3ccc(F)cc3)c3ccccc23)CC1	-10%	-5	-5	?	-6%	5%
CCc1cc(C(=O)OC)c(NC(=O)c2ccoc2C)s1	?	3	-2	?	nt	3%
COCCNC(=O)C(c1ccc(C)o1)N(Cc1ccco1)C(=O)c1snc(C(N)=O)c1N (stereo unspecified)	-7%	-6	-1	?	0%	-28%
The listing continues.
SMILES	Pf growth 48h	Shiga toxin inh	Cycloheximide cs	Pf growth 96h	FBPA Giardia inh	Sm TGR inh
CCOc1cc(S(=O)(=O)NCCCN2CCOCC2)c(C)cc1C	-7%	17	-4	2%	nt	0%
COc1cccc(C(=O)N(c2ccc(OC)cc2OC)C2C=CS(=O)(=O)C2)c1 (stereo unspecified)	?	-6	-1	?	-1%	15%
COc1ccc(Cc2noc(-c3ccc([N+](=O)[O-])cc3)n2)cc1OC	3%	-14	-3	1%	1%	0%
O=S(=O)(c1ccc(Cl)cc1)N1CCNCC1	2%	0	1	0%	1%	2%
Cc1cc(C)n(-c2nnc(C)n2N)n1	-1%	-17	-4	?	-13%	7%
O=C(Nc1ccc(F)cc1)Nc1nnc(COc2ccccc2F)s1	?	5	2	-6%[5.75 µM]	-1%	-6%
CN1CC(=O)Nc2ccc([N+](=O)[O-])cc2C1=O	0%	35	-3	?	6%	10%
O=C(COC(=O)c1ccc(Cl)c(S(=O)(=O)N2CCOCC2)c1)NCc1ccco1	-24%	nt	nt	11%	nt	-7%
Cc1cc(C(=O)N2CCCCCC2)cs1	10%	3	-1	nt	0%	-16%
Cc1cc(NC(=O)CSc2ncccn2)no1	11%	6	2	?	0%	-13%
COc1ccc(-n2c(SCC(=O)C(C)(C)C)nc3ccsc3c2=O)cc1	1%	-2	1	48%[activator]	-14%	-1%
CC1CC(=O)c2cnc(N)nc2C1 (stereo unspecified)	14%	-9	0	?	nt	16%
O=C(CCCOc1ccccc1)Nc1ccncc1	10%	33	6	1%	8%	-13%
Cc1ccc(S(=O)(=O)N(CC(O)CN2CCCCC2)c2cccc([N+](=O)[O-])c2)cc1 (stereo unspecified)	4%	-4	-4	?	10%	-2%
O=C(COc1ccc(Oc2ccccc2)cc1)NCc1cn2ccccc2n1	-9%	-14	-2	?	0%	-6%
Cc1cc(C)cc(OCC(=O)Nc2ccc(S(=O)(=O)Nc3ccccn3)cc2)c1	?	5	3	1.7µM*	0%	nt
CC(=O)c1c(C)[nH]c(C(=O)Nc2ccccn2)c1C	174%[activator]	52*	44*	249%[activator]	nt	0%
COC(=O)C1=C(c2cccc(OC)c2OC)C[C@@H]2CC[C@H]1N2C	15%	nt	nt	-26%	nt	-6%
CCn1c(C)nc2cc(S(=O)(=O)N3CCCCC3)ccc21	nt	-13	1	-4%	-2%	8%[11.4 µM]
COc1cc2c(cc1OC)C(c1c(O)n(CCc3ccccc3)c(=S)[nH]c1=O)NCC2 (stereo unspecified)	0%	24	-1	6%	5%	1%
Cc1ccc(NC(=O)Cc2nc(CN(C)CC(=O)Nc3ccc(C)cc3)cs2)cc1	13µM*	nt	nt	?	nt	-15%
O=c1cc2c(nn1Cc1ccc(F)cc1)-c1ccccc1CC2	-13%	16	-3	?	-6%	18%
CCOC(=O)C(NC(C)=O)(N1CCc2ccccc2C1)C(F)(F)F (stereo unspecified)	-10%	15	-4	-19%	7%	-9%
CCOC(=O)c1sc(Nc2nc3c(F)cccc3s2)cc1C	38%[activator]	72*	38*	39%[activator]	-8%	-3%
O=C(c1ccco1)N1N=C(c2ccncc2)CC1(O)C(F)(F)F (stereo unspecified)	18%	-10	-7	5.2µM*	3%	-18%

An excerpt from above in order of number of heavy atoms, highest first.
SMILES	Pf growth 48h	Shiga toxin inh	Cycloheximide cs	Pf growth 96h	FBPA Giardia inh	Sm TGR inh
Cc1cc(C)cc(OCC(=O)Nc2ccc(S(=O)(=O)Nc3ccccn3)cc2)c1	?	5	3	1.7µM*	0%	nt
CCn1c(C)nc2cc(S(=O)(=O)N3CCCCC3)ccc21	nt	-13	1	-4%	-2%	8%[11.4 µM]
Cc1cc(C(=O)N2CCCCCC2)cs1	10%	3	-1	nt	0%	-16%

Single values from the results shown:
Pf growth 48h result of COc1ccc(Cc2noc(-c3ccc([N+](=O)[O-])cc3)n2)cc1OC : 3%
Shiga toxin inh result of CCn1c(C)nc2cc(S(=O)(=O)N3CCCCC3)ccc21 : -13
FBPA Giardia inh result of Cc1cc(C)n(-c2nnc(C)n2N)n1 : -13%

Other entries.
SMILES	Pf growth 48h	Shiga toxin inh	Cycloheximide cs	Pf growth 96h	FBPA Giardia inh	Sm TGR inh
CCCc1cc(-c2[nH]ncc2-c2ccc(C(=O)OCC)o2)c(O)cc1O	6.6µM*	-15	-2	7%	-1%	?
CSCC[C@H](NC(=O)CCn1nnc2ccccc2c1=O)C(=O)O	3%	-8	-7	nt	0%	3%
Cc1cc(C)c(C(=O)COC(=O)c2ccc(NC(=O)CC#N)cc2)cc1C	6%	-3	2	-9%	-5%	15%
S=c1[nH]c(-c2ccc(Br)cc2)cn1CCc1ccccc1	?	-12	14	13µM*	2%	1%
CC1=NCCN1S(=O)(=O)c1cccc([N+](=O)[O-])c1	58%[activator]	-8	-2	?	-1%	13%
Cc1cc(=O)n2[nH]c(N)c(N=Nc3ccccc3)c2n1	1%	13	-3	6%	-8%	0%
CCOC(=O)N1CCN(c2nc3ccccn3c(=O)c2C=O)CC1	0.29µM*	-8	1	0.83µM*	6%	-8%
CCn1cc(C(=O)OCC(=O)OC2CC(C)CCC2C(C)C)c(=O)c2ccc(C)nc21 (stereo unspecified)	?	7	-1	?	8%	11%
COc1cccc(NC(=O)CSc2nc3c(oc4ccccc43)c(=O)[nH]2)c1	-14%	17	-2	31%[activator]	2%	-8%
C#CCOCCOCCOCCNc1nc(N2CCOCC2)nc(N2CCN(C(=O)[C@H](CCCCN)n3cc([C@@H](N)CO)nn3)CC2)n1	3%	18	-1	19%	?	-1%
O=c1[nH]c(-c2cccs2)nc2ccccc12	-11%	33	20	-8%	2%	-7%
CC(C)C[C@H](NC(=O)C1(c2ccccc2)CCN(C(=O)OC(C)(C)C)CC1)C(=O)N1CCC[C@H]1C(=O)O	?	10	-3	?	nt	7%
Cc1sc(NC(=O)c2ccco2)c(CN2CCN(Cc3ccccc3)CC2)c1C	9.3µM*	4	7	?	-4%	-20%
Cc1cccc(NC(=O)CCCNC(=O)c2ccc(Cl)cc2)n1	1%	-6	-3	11%	nt	-14%
COc1ccc(CN(CCCN2CCOCC2)C(=O)Nc2cccc(Cl)c2)cc1OC	?	-7	-1	12µM*	10%	-4%
O=C(CCCN1C(=O)/C(=C/c2cccc(Br)c2)SC1=S)NCCCN1CCOCC1	?	-13	10	3.3µM*	nt	2%
Cc1ccc(S(=O)(=O)N(CC(O)CN(C)C)c2ccccc2)cc1 (stereo unspecified)	-16%	-18	-7	2.6µM*	4%	-10%
Cc1ccc2c(Cl)cc(Cl)c(OCC(=O)OCC(=O)Nc3ccc(C#N)cc3)c2n1	6%	10	0	-16%	1%	0%
CSc1ccccc1C(=O)C1CCCN(C(=O)NC(C)C)C1 (stereo unspecified)	0%	13	0	?	15%	38%[activator]
COc1ccc(S(=O)(=O)N(CC(=O)N2CCN(C)CC2)c2ccc(C)cc2)cc1Br	0%	24	-1	2%	0%	4%
COc1ccccc1-c1nc(C(=O)NCC2CCCO2)cc2c1[nH]c1ccccc12 (stereo unspecified)	9.3µM*	7	-1	8.3µM*	-14%	-22%
O=C(c1cc2nc(-c3ccco3)cc(C(F)(F)F)n2n1)N1CCN(c2ccccn2)CC1	?	-11	-1	nt	-1%	-27%
Cc1cccc(Nc2nc(N3CCCCC3)nc(N3CCCCC3)n2)c1	?	15	-5	278%[activator]	2%	5%
Cc1noc(C)c1Cc1ccc(O)cc1	-8%	0	-1	-3%	5%	-8%
COc1ccc(NC(=O)c2ccc(Cc3ccc(C)cc3)o2)cc1	-22%	29	24*	?	3%	-36%
Next part.
SMILES	Pf growth 48h	Shiga toxin inh	Cycloheximide cs	Pf growth 96h	FBPA Giardia inh	Sm TGR inh
COc1cc(CNc2ccc(N3CCN(C(C)=O)CC3)cc2)ccc1OCc1ccc(F)cc1	-16%	75*	25*	?	-14%	nt
COc1ccc(CCN(C)Cc2nc(Cc3ccc(OC)c(OC)c3)no2)cc1OC	-11%	-11	-3	343%[activator]	-2%	-3%
O=C(Nc1cccc(NC(=O)c2ccccc2Cl)c1)c1ccco1	11%	-12	-1	8%	nt	-4%
COc1ccc(S(=O)(=O)NC2CCCC2)c(Cl)c1Cl	nt	-15	-3	-43%	14%	3%
COc1ccc(NC(=S)NC(C)C(c2ccccc2)N2CCOCC2)cc1 (stereo unspecified)	?	-5	9	15µM*	0%	8%
Cc1cccc(C(=O)N2CCN(Cc3ccc4c(c3)OCO4)CC2)c1	nt	-5	-3	?	3%	-15%
